Assay outcomes from PubChem BioAssay.
H9c2 TAG inh: reduces triacylglycerol accumulation in H9c2 cells. Nile Red lipid (TAG) fluorescence; cells loaded with 200 µM oleic acid. inhibition, % at 12.5 µM. 0.66% of 230,000 active. AID 651582;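 active = pattern-corrected inhibition of lipid staining of at least 50% with the nuclear-stain viability signal not falling by more than 50%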;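 also: 0% = DMSO wells and 100% = triacsin C control wells; some results filed as inactive read as strong as hits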
H9c2 TAG inh DAPI viability: also measured in H9c2 TAG inh; calls as there; DAPI nuclei signal change (viability), lower = more cytotoxic, %;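 whole-well DAPI fluorescence read on a plate reader as a viability signal; minus 50 percent equals half of cells still viable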
* marks the source's active call; other numbers are inactive results. A portion of the library (hit frequency here may not be typical).

compound | H9c2 TAG inh | H9c2 TAG inh DAPI viability
CCCS(=O)(=O)NC(=O)C1(C)CCCN(C(=O)c2ccc(C(F)(F)F)nc2C)C1 (stereo not given) | -4 | 3
COc1cc(Cl)ccc1OCc1cc(C(=O)N2C[C@]3(C)C[C@H]2CC(C)(C)C3)no1 | -8 | 6
Cc1nc(-c2ccc(NS(C)(=O)=O)cc2)cs1 | 12 | 3
CCOc1ccccc1Nc1nc(N2CCCC2)nc(N2CCOCC2)n1 | 32 | -10
CC(=O)NC(c1ccccc1)c1cc([N+](=O)[O-])c2cccnc2c1O (stereo not given) | 5 | -5
COCCNC(=O)c1onc(CSc2ccc(F)cc2)c1C(=O)NCCOC | -8 | -2
CN(C)/N=C1\C(=O)N(CN2CCN(c3ccccc3)CC2)c2ccccc21 | -8 | 7
COCC1CCCCC1OS(N)(=O)=O (stereo not given) | -38 | 1
O=C(C1=C[C@H](c2ccc(C(F)(F)F)cc2)C[C@H](OCCCCO)O1)N1CCN(Cc2ccccc2)CC1 | 11 | -8
CC(=O)Nc1c(Cl)n(C(C)=O)c2ccccc12 | 7 | -5
OCCC1CN(Cc2nc3ccccc3s2)CCN1CCc1ccccc1 (stereo not given) | 4 | -4
COc1ccc([N+](=O)[O-])cc1NC(=O)CCSCCc1ccccn1 | 7 | -1
CC1(C(=O)NS(=O)(=O)c2cccc(C#N)c2)CCN1C(=O)Cc1ccccc1Cl (stereo not given) | 8 | -4
O=C(c1cccs1)N1CCN=C1SCc1ccccc1F | 0 | 1
CN(Cc1ccc2c(c1)OCCO2)C(=O)CSc1ncnc2sccc12 | -9 | -1
CC1(C(=O)NS(=O)(=O)c2cccc(F)c2)CCN1C(=O)c1ccco1 (stereo not given) | 19 | -12
O=C(NNS(=O)(=O)c1ccc([N+](=O)[O-])cc1)c1ccccc1 | -3 | 9
CC(=O)OC1=Cc2c(ccc3ccc(=O)oc23)OC1(C)C | -14 | -2
O=C(Nc1cccc2c1C(=O)NC2=O)c1ccccc1[N+](=O)[O-] | 8 | 4
CN(C(=O)c1cccc(C#N)c1)c1nnc(-c2ccncc2)s1 | -3 | 2

The last seven records of the section above come first, to join the parts.
compound | H9c2 TAG inh | H9c2 TAG inh DAPI viability
O=C(c1cccs1)N1CCN=C1SCc1ccccc1F | 0 | 1
CN(Cc1ccc2c(c1)OCCO2)C(=O)CSc1ncnc2sccc12 | -9 | -1
CC1(C(=O)NS(=O)(=O)c2cccc(F)c2)CCN1C(=O)c1ccco1 (stereo not given) | 19 | -12
O=C(NNS(=O)(=O)c1ccc([N+](=O)[O-])cc1)c1ccccc1 | -3 | 9
CC(=O)OC1=Cc2c(ccc3ccc(=O)oc23)OC1(C)C | -14 | -2
O=C(Nc1cccc2c1C(=O)NC2=O)c1ccccc1[N+](=O)[O-] | 8 | 4
CN(C(=O)c1cccc(C#N)c1)c1nnc(-c2ccncc2)s1 | -3 | 2
COCCNC(=O)c1ccc(-n2c(SCc3ccncc3)nc3ccccc3c2=O)cc1 | -1 | -1
COc1cc2nc(NC(=O)c3ccco3)sc(=O)c2cc1OC | 30 | -4
COc1ccc(CNC(=S)Nc2cc(OC)ccc2OC)cc1 | -6 | 0
CCC(=O)Nc1c2c(nn1-c1ccc(OC)cc1)CS(=O)C2 (stereo not given) | -8 | -1
Cc1ccnc(NC(=O)c2ccc([N+](=O)[O-])o2)c1 | 46 | -24
O=C(Nc1ccc(F)cc1F)N1CCN(C/C=C/c2ccccc2)CC1 | 5 | -4
COc1ccc(NC(=O)CN(C)C(=O)CNC(=O)C2CCCCC2)cc1 | 5 | 5
COc1ccc(-c2cc(C(F)F)n3ncc(C(=O)N4CCN(C)CC4)c3n2)cc1 | 5 | 36
CCNC(=O)C1(C)CCCN(C(=O)c2cccnc2Oc2ccccc2)C1 (stereo not given) | -7 | -1
CCN(CC)CCCNC(=O)c1ccc(S(=O)(=O)Nc2ccc(C)c(C)c2)cc1 | -10 | 23
COC(=O)Cc1c(C)nc2nc(-c3ccco3)[nH]n2c1=O | 5 | 2
O=C(NCC1CCCO1)c1cc(C(=O)c2ccc(Cl)cc2Cl)c[nH]1 (stereo not given) | 2 | -3
Cc1ccc(Nc2cc(C)nc(-c3ccccc3O)n2)cc1 | -13 | 49
COCC(C)N=C1NN=C(c2ccc(NC(C)=O)cc2)CS1 (stereo not given) | 2 | -1
CC[C@]12c3[nH]c4cc(-c5ccco5)ccc4c3CCN1C(=O)[C@@H](CC(=O)NCc1cccc(C(F)(F)F)c1)C[C@@H]2C(=O)N1CCN(C(=O)c2ccco2)CC1 | 28 | 5
CCOC(=O)c1sc2nc(SCC(=O)N(CC)CC)n(CCCN3CCCC3=O)c(=O)c2c1C | -1 | 9
O=C(O)CNC(=O)c1ccc(N2CCOCC2)cc1[N+](=O)[O-] | -6 | -13
N#CC1(NC(=O)COC(=O)c2nccnc2N)CCCCC1 | 6 | 5
C=CCN(c1ccc(OC)cc1)S(=O)(=O)c1ccc(Cl)c(C(=O)OCC(=O)c2c(N)n(C)c(=O)n(C)c2=O)c1 | -11 | 5
CCN1/C(=C2\OC(=S)N(C)C2=O)Sc2ccccc21 | 35 | -1
Cc1cc(C)cc(OCC(=O)N/N=C/c2ccccn2)c1 | -9 | 9
CC(=O)Nc1cncc(-c2ccccc2CO)n1 | 5 | 2
O=C(COC(=O)c1ccc(Cl)c(S(=O)(=O)N2CCCCC2)c1)NCc1ccco1 | -1 | 3
Cc1nnsc1NC(=O)OCC(C)C | -1 | -5
Cc1ccc2nc(N3CCN(C(=O)c4ccco4)CC3)sc2c1 | -1 | -9
Cc1ccc(-n2c(-c3cccnc3)n[nH]c2=S)c(C)c1 | -5 | 3
Cc1c(CCOC(=O)c2ccc(Cl)cc2Cl)sc[n+]1CC(=O)c1ccccc1 | -9 | 4
COc1ccccc1CN(C)C[C@H]1OCc2cnnn2CCCC(=O)N([C@@H](C)CO)C[C@@H]1C | 0 | -2
CC(=O)Nc1ccccc1NC(=O)c1ccc(C)c(C)c1 | -13 | 0
Cc1ccc(CNC(=O)COC(=O)C2CC2)cc1 | 4 | 4
Cc1cc(NC(=O)COC(=O)Cn2[nH]c(=O)c3ccccc3c2=O)c([N+](=O)[O-])cc1C | 0 | -2
CCOc1ccc(-c2nc(=S)[nH][nH]2)cc1 | 1 | 1
CC1(C(=O)c2ccccc2)C2c3c(ccc4ccccc34)OC(=O)C21C(=O)N1CCOCC1 (stereo not given) | 4 | -2
CC(C)N1CC2(CC(c3ccc(Cl)cc3Cl)=NO2)CN1C(=O)c1ccc(C(C)(C)C)cc1 (stereo not given) | -11 | 0
Brc1cccc(-c2cnco2)c1 | 6 | 1
COc1ccc(C(C#N)(CC(=O)O)c2cnccn2)cc1OC (stereo not given) | -6 | -4
CCN(CC)S(=O)(=O)c1ccc(N2CC(C(=O)NC3(C)CCS(=O)(=O)C3)CC2=O)cc1 (stereo not given) | 15 | -3
Cc1nn(-c2ccccc2)c(Cl)c1/C=N/NC(N)=O | 4 | 3
COc1ccc2c(c1)CC(C1(O)C(=O)N(C)c3ccccc31)C2=O (stereo not given) | -5 | 2
COc1ccc2cc(C3=CCCC3(C)C(=O)O)ccc2c1 (stereo not given) | 0 | 6

Next section; it opens with the 3 that closed the last part.
compound | H9c2 TAG inh | H9c2 TAG inh DAPI viability
Cc1nn(-c2ccccc2)c(Cl)c1/C=N/NC(N)=O | 4 | 3
COc1ccc2c(c1)CC(C1(O)C(=O)N(C)c3ccccc31)C2=O (stereo not given) | -5 | 2
COc1ccc2cc(C3=CCCC3(C)C(=O)O)ccc2c1 (stereo not given) | 0 | 6
O=C(CSc1nnc2c(n1)[nH]c1ccccc12)Nc1ccc(N2CCOCC2)cc1 | 11 | 1
Cc1[nH]ccc(=O)c1OC1OC(CO)C(O)C(O)C1O (stereo not given) | -23 | -3
COc1cccc(N2C(=O)C3ON(c4ccccc4)C(c4cccs4)C3C2=O)c1 (stereo not given) | -3 | 10
Cc1cc(-c2onc(C)c2C(=O)N/N=C/c2ccccc2)no1 | -1 | -3
CCN(CC)CCCNC(=O)c1ccc2c3n(nc2c1)-c1ccc(Cl)cc1CO3 | -10 | 14
CC(=O)Nc1ccc(NC(=O)C2CCCN(c3ncccn3)C2)cc1 (stereo not given) | 3 | 3
COc1ccc(OC)c(C(=O)CSc2nc3ncccc3[nH]2)c1 | 18 | -13
C[C@H]1CN([C@@H](C)CO)S(=O)(=O)c2ccc(-c3cccc(F)c3)cc2O[C@@H]1CN(C)C | 18 | -8
O=C(OCC(=O)N1CCN(C(=O)c2ccco2)CC1)c1ccc(Cl)c(Cl)c1 | -1 | 3
CCCCn1c(N)c(N(CCOC)C(=O)c2cc(-c3ccc(C)cc3)nc3ccccc23)c(=O)[nH]c1=O | 10 | 3
O=C(NC1CS(=O)(=O)CC1NCc1ccco1)c1ccccc1 (stereo not given) | -9 | -3
Cc1ccc(C)c(NC(=S)NC(C)C(c2cccs2)N2CCOCC2)c1 (stereo not given) | -41 | 1
CC(C)Oc1cccc(C(=O)Nc2ccccc2N2CCOCC2)c1 | -15 | 1
Cc1ccc(N=c2sc(C)c(C)n2C)cc1 | -3 | 4
CCN1C(=O)C(C(=O)c2ccccc2)SC1=S (stereo not given) | 6 | -2
Cc1cc(C)cc(NS(=O)(=O)c2ccc(F)cc2)c1 | 0 | -5
CN(CC(=O)Nc1ccc(Cl)c(Cl)c1)CC(=O)N1CCCCCC1 | -15 | 4
O=C(COC(=O)CN1C(=O)C2CC=CCC2C1=O)Nc1cc(C(F)(F)F)ccc1N1CCOCC1 (stereo not given) | 3 | 1
CC(=O)Nc1nc2[nH]ccc2c(=O)[nH]1 | 12 | 3
O=[N+]([O-])c1cc([N+](=O)[O-])c2cc(-c3cccnc3)[nH]c2c1 | -6 | -4
C[C@H]1CCC[C@@]2(O[C@H](CCO)C[C@H](O)[C@H]2O)O1 | 0 | -16
Cc1c(CNC(=O)C2CCC(=O)N(CCc3ccccc3)C2)cnn1C (stereo not given) | 0 | 5
COc1ccc(N=c2ssnc2Cl)cc1 | -3 | 3
COc1ccc(C(=O)NNC(=O)CN(C)S(=O)(=O)c2ccc(Cl)cc2)c(OC)c1OC | 2 | -2
CNC(=O)CSc1nnc(-c2cccs2)o1 | 5 | 2
CCNC(=O)C1(C)CCN(Cc2ccccc2C#N)C1 (stereo not given) | -17 | 2
Nc1ccc(N2CCCCC2)c(S(=O)(=O)Nc2ccccc2Cl)c1 | -14 | 3
CCSc1nnc(NC(=O)c2ccc(C)o2)s1 | -2 | -3
CCN1C(=O)[C@@H]2[C@@H](c3ccc(-c4ccc(C(C)=O)cc4)c(OC)c3)N3CCCC[C@@]3(C(=O)OC)[C@@H]2C1=O | -7 | 2
Cc1ccc(C)c(OCCC(=O)N(C)CC(=O)Nc2c(C)cccc2C)c1 | 40 | 7
CC(=O)c1ccc(N2CCN(CC(=O)Nc3ccc4c(c3)OCCO4)CC2)cc1 | -2 | 8
CC[n+]1c(/C=C/c2cc([N+](=O)[O-])ccc2O)ccc2ccccc21 | -4 | 4
CCOc1ncccc1C(=O)Nc1cc(S(=O)(=O)N2CCOCC2)ccc1N1CCCC1 | -8 | 11
CCC1(C)CC2(CCCN(CCC(=O)c3ccccc3)C2)CCO1 (stereo not given) | 8 | -9
COc1cccc(CCc2nc3ccccc3c(=O)n2N)c1 | -18 | 4
CCn1cc(C(=O)N2CCN(c3ccccn3)CC2)c(=O)c2cc(S(=O)(=O)N3CCC(C)CC3)ccc21 | 15 | -1
COc1cc(CC(=O)N/N=C/c2ccc([N+](=O)[O-])cc2)c([N+](=O)[O-])cc1OC | -12 | 6
COc1ccc(-c2cc(NC=O)c3ncc(-c4ccccc4)n3c2)cc1OC | 20 | -15
Cc1ccc(-c2c[n+]3c(n2-c2ccccc2)CCC3)cc1 | 4 | -14
CN(CC(=O)NCCN1CCN(Cc2ccccc2)CC1)S(=O)(=O)c1cccc2nsnc12 | 9 | -1
O=[N+]([O-])c1cccc(-n2cccc2/C=N/Nc2nc(N3CCCCC3)nc(N3CCCCC3)n2)c1 | 1 | 5
CC(/C=C1\SC(=O)N(CC(=O)Nc2cccc(O)c2)C1=O)=C\c1ccccc1 | 16 | -20
O=C(CCNC(=O)c1ccccc1Cl)NC1=NCCS1 | -8 | -2
CNC(=S)N(CCc1c(C)[nH]c2ccccc12)Cc1ccco1 | -16 | -5
O=C(N/C(=C/c1ccc2c(c1)OCO2)C(=O)N1CCOCC1)c1cccs1 | 10 | 11
CCN(CC(=O)Nc1ccccc1OC)C(=O)CSCc1ccc(C)cc1 | 7 | -7
CN(C)C(CNc1ncnc2sc3c(c12)CCCCC3)c1ccco1 (stereo not given) | -65 | 11
C=CCN1C(=O)C(O)(CC(=O)c2ccc(Cl)cc2)c2ccccc21 (stereo not given) | 32 | -12
Cc1nc2ccccc2c(=O)n1C1CCCCCC1 | 3 | -14
COCCNC(=O)Cn1ncc2ccsc2c1=O | -6 | -1
CC(C)N(C(=O)Cc1ccccc1[N+](=O)[O-])C(C)C | -8 | 17
C=CCN(Cc1ccc(Cl)s1)C(=O)CNC(=O)CNC(=O)c1ccc(Cl)cc1Cl | -14 | -3
CCOC(=O)c1c(C)sc2c1N(C(=O)CCl)c1cc(Cl)ccc1S2 | 123 | -79
NC(=O)NC(CC(=O)NCCCc1ccccc1)c1ccc(Cl)cc1 (stereo not given) | 0 | 0

Record cards, from the list above.
C=CCN1C(=O)C(O)(CC(=O)c2ccc(Cl)cc2)c2ccccc21 (stereo not given) is listed as H9c2 TAG inh = 32; H9c2 TAG inh DAPI viability = -12
CNC(=S)N(CCc1c(C)[nH]c2ccccc12)Cc1ccco1 is listed as H9c2 TAG inh = -16; H9c2 TAG inh DAPI viability = -5
